ARNT TACC3 PPI = disrupts binding between human ARNT and TACC3; Q9Y6A5; AlphaScreen His-ARNT PAS-B/GST-TACC3 binding, luminescence; TACC3 fragment carries E629A point mutation; inhibition, % at 9.99 µM; 390,000 compounds, 0.66% hits; AID 623870;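 active = mean inhibition of replicates at least 50% and at least half of replicates each reaching 50%; inconclusive = half or more replicates reach 50% but mean below 50%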;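 note: 0% = complete ARNT plus TACC3 wells and 100% = ARNT alone without TACC3; many hits fall short of the cut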
EWS-Fli block = inhibitors of EWS/Fli oncoprotein transcriptional activity; A673 NR0B1-luciferase reporter, viability-normalised; inhibition, % at 12.6 µM; 350,000 compounds, 0.67% hits;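 active = mean inhibition of at least 50% after viability correction, with every replicate also passing that limit; inconclusive = mean reaches 50% but only one of two replicates passes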;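 note: firefly luciferase signal divided by Alamar Blue viability fluorescence both relative to DMSO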
SIRT5 inh = inhibitors of human sirtuin-5 desuccinylase. Q9NXA8. Purified SirT5, succinyl-peptide AMC, trypsin-coupled fluorescence. 330,000 compounds, 1.1% hits. inhibition, % at 15 µM; in the data active = inhibition above about 15%; inconclusive = no clear call, values can overlap the other calls
Target sequence (Q9NXA8 whole entry, looked up): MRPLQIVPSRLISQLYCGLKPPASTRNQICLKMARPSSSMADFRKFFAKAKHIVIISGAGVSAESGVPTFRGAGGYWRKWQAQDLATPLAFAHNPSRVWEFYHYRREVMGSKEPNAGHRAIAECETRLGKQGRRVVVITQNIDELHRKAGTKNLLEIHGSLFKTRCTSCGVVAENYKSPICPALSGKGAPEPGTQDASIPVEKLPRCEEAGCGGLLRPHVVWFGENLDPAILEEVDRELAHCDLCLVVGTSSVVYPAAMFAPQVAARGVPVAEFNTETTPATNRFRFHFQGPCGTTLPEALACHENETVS
PAX8 inh HTS = inhibitors of PAX8 transcriptional activity in RMG-I cells; RMG-I TPO-luciferase reporter, SteadyGlo, 24 h; inhibition, % at 12.6 µM; 360,000 compounds, 1.2% hits; AID 652154;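 active = mean replicate inhibition at least 60% with every replicate also reaching 60%; inconclusive = only one of the two criteria is met; inactive = mean below 60% and not all replicates reaching 60%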;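 note: luciferase light reporting Pax8 driven TPO promoter activity; plate controls were median of neutral control wells for no effect and mitoxantrone controls for full effect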
DENV2 CPE rescue = DENV2-induced cell death inhibition; DENV2-infected cells, cytopathic effect rescue, plate reader; 350,000 compounds, 1.7% hits; AID 651640; CPE inhibition, % at 9.99 µM; in the data active = CPE inhibition above about 20%, passing the limit was not always enough; inconclusive = no clear call, values can overlap the other calls; tested in BHK-21 cells;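 note: 0% = median of neutral control wells and 100% = median of positive control wells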
LGR2 antag = blocks bursicon-induced cAMP signaling via Drosophila LGR2; HEK293 LGR2, CRE-luciferase, bursicon-stimulated, 4 h; inhibition, % at 9.99 µM; 380,000 compounds, 0.35% hits;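 active = drop in luminescence signal, shown as inhibition above about 50% in the replicate tests, limit read from the data, passing the limit was not always enough; inconclusive = probably only some replicates passing the limit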;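 note: agonist challenge used bursicon conditioned medium at about half maximal strength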
Casp6 inh = inhibitors of human caspase-6; 350,000 compounds, 0.53% hits; P55212; inhibition, % at 12.5 µM; purified caspase-6, Z-VEID-R110 cleavage fluorescence;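 active = mean inhibition across replicates at least about 35%, with every replicate also reaching that limit, limit read from the data; inconclusive = only one of the two criteria met; inactive = neither criterion met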;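 note: 0% = median of neutral control wells and 100% = no fluorescence left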
Target sequence (P55212 24-179 limits assumed): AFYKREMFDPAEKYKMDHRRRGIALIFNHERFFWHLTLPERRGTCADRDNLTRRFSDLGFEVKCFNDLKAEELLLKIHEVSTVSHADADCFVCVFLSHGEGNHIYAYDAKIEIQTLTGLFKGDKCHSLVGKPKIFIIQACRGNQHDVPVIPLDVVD
Target sequence (P55212 194-293 limits assumed): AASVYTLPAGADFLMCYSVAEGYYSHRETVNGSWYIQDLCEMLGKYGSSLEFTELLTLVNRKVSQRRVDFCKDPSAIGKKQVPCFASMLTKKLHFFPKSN
Active calls of the source: *; ? = inconclusive; . = not tested or not shown.

SMILES	ARNT TACC3 PPI	EWS-Fli block	SIRT5 inh	PAX8 inh HTS	DENV2 CPE rescue	LGR2 antag	Casp6 inh
Cc1cccc(S(=O)(=O)N2CC[C@@H]3[C@H]2c2cc(Br)ccc2N(C)[C@H]3CO)c1	4.9	-8.9	2.1	0.2	?	13.0	-4.8
O=C(CN(C(=O)c1ccccc1Cl)N1C(=O)CCCC1=O)c1ccc(Cl)cc1	.	-4.9	-3.3	-18.2	1.4	-2.8	-1.1
CCc1nc2ccc(C(=O)Nc3cc(-c4ccccc4)ccc3OC)cn2c1N(CCN(C)C)CC1CC1	.	42.3	-2.0	30.0	-0.6	10.3	-14.1
CCc1ccc(NC(=S)N(CCC(C)C)C2CCN(C(C)=O)CC2)cc1	-5.2	-1.1	13.8	-5.0	6.3	-7.1	0.7
Cc1cc(=O)oc2c1c(C(F)(F)F)nn2-c1ccccc1	-10.7	2.2	-1.8	21.4	-6.4	.	4.4
CCOC(=O)c1ccccc1NC(=O)Cn1c(=O)n(Cc2ccccc2)c(=O)c2c(C)c(C)sc21	-6.6	.	.	-8.0	.	33.3	.
FC(F)(F)c1cccc(CNC2CCN(Cc3ccccc3)CC2)c1	1.6	-2.7	-2.3	-2.3	5.6	12.6	3.6
CC(C)OC(=O)N(C)C[C@@H]1OCc2ccccc2-c2ccccc2C(=O)N([C@@H](C)CO)C[C@H]1C	-0.4	-1.9	-4.7	-0.3	-1.4	7.5	1.8
Cc1cc(=O)[nH]c(SCC(=O)Nc2cccc3ccccc23)c1C#N	-20.3	12.2	-1.1	.	1.6	.	8.7
O=C(C[C@H]1CC[C@@H]2NC[C@@H](O)COC[C@H]2O1)Nc1ccccc1	3.5	-5.6	8.2	-7.2	0.5	16.1	0.2
Cc1noc(C)c1NC(=O)Nc1ccc2c(c1)C(=O)N([C@@H](C)CO)C[C@@H](C)[C@@H](CN(C)S(=O)(=O)c1ccc(Cl)cc1)O2	-3.6	-6.8	4.7	.	-2.9	17.0	-1.3
Cc1noc(C)c1NC(=O)Nc1ccc2c(c1)C(=O)N(C)[C@H]1CC[C@@H](CC(=O)N(C)C)O[C@H]1CO2	-5.5	3.6	-2.7	1.5	?	-0.3	-2.1
O=C(CN1C(=O)S/C(=C\c2cccs2)C1=O)Nc1ccc(C(=O)O)c(O)c1	30.8	.	5.7	-7.6	3.7	11.4	17.3
CC1Sc2ccc(S(=O)(=O)CCC(=O)Nc3ccc(C(C)C)cc3)cc2NC1=O (stereo not given)	.	.	3.8	42.7	-4.3	12.0	6.8
CCCCCCN=C1CC(C)(C)CC(=O)/C1=C(/O)CCC	-12.8	7.9	-0.9	6.4	13.7	.	-10.4
CCCCn1c(SCC(=O)Nc2nnc(C)s2)nnc1-c1ccncc1	-3.1	-1.2	-3.6	2.5	-3.0	3.1	-0.4
CCN1CCN=C1Nc1ccccc1	-5.1	-14.7	.	-23.4	-3.4	-3.8	-1.9
COCCNC(=O)C1(C)CCN(C(=O)c2sccc2C)C1 (stereo not given)	.	-0.7	.	4.1	-4.3	6.0	-1.3
CCCNC(=O)CSc1ccc(S(=O)(=O)N2CCCC2)cn1	.	-2.8	1.0	1.2	11.2	-14.7	-6.4
CNC(=O)C1CCN(S(=O)(=O)c2c(C)noc2/C=C/c2cccc(C)c2)CC1	2.0	1.6	-4.4	-0.7	-1.1	-4.4	-1.9
CN(C)CCN(Cc1ccccc1)C(=O)c1[nH]c(C(F)(F)F)nc1-c1ccccc1	.	-3.2	-1.1	-2.0	-7.3	-6.9	-0.9
C=CCn1c(=N)n(CC(=O)c2cccc([N+](=O)[O-])c2)c2ccccc21	-3.4	-20.4	3.9	-18.2	-3.3	-28.8	-0.3
COc1ccc(-c2cc(N3C(=O)Nc4ccccc4N3O)n[nH]2)c(OC)c1	-5.8	-2.3	-4.3	-12.5	-6.3	7.3	1.9
CNc1cncc(-c2ccccc2NC(C)=O)n1	.	1.7	-4.5	7.7	-3.5	-7.4	.
Cc1ccc(S(=O)(=O)Nc2nc(C)c(C(=O)Nc3ccccc3)s2)cc1	1.7	5.1	5.0	4.6	4.3	-2.7	3.8
CC1CC(NC(=O)c2c(O)nc3ccccn3c2=O)CC(C)(C)C1 (stereo not given)	-14.8	2.6	10.2	-0.7	-1.0	-4.2	-5.0
CC(=O)N1[C@H](CO)[C@H](c2ccccc2)[C@@H]1CN(C)S(=O)(=O)c1ccccc1	-5.3	-4.7	-3.0	-2.3	4.0	-13.0	-5.7
CN1CCN(C(=O)C[C@@H]2CC[C@@H]3[C@@H](COc4ccc(NC(=O)C5CC5)cc4C(=O)N3C)O2)CC1	-6.1	-2.4	-7.9	-4.4	-0.2	-14.3	0.4
Cc1nc(NC(=O)c2ccc([N+](=O)[O-])cc2Cl)sc1C(=O)N(C)C	10.2	.	.	13.0	.	-3.2	.
CCn1c(C)c(C)c2cc(C(=O)NCCN3CCCCCC3)ccc21	-0.9	9.3	0.5	-8.4	8.7	-1.5	-37.4
CN1c2ccc(-c3ccccc3)cc2[C@@H]2[C@@H](CCN2C(=O)Cc2ccccc2)[C@@H]1CO	-4.6	11.9	10.9	35.3	16.1	7.6	17.3
Clc1ccc(N2CCN(Cc3ccc(Br)o3)CC2)cc1	17.9	6.7	-1.2	17.5	4.9	2.2	3.8
Cc1ccc(S(=O)(=O)Nc2ccc3c(c2)C(=O)N([C@@H](C)CO)C[C@H](C)[C@H](CN(C)S(=O)(=O)c2ccc(F)cc2)OCCCC[C@H](C)O3)cc1	20.6	10.9	2.8	18.8	-4.3	18.0	0.8
CC1OC(C2CCCCC2)Cc2[nH]c(=S)[nH]c(=O)c21 (stereo not given)	.	5.3	-4.1	-27.5	?	-0.8	2.7
CCC(C)NC(=O)Cn1nc(C(F)(F)F)c2c1CCC2 (stereo not given)	-10.6	0.0	-0.9	11.4	-4.1	1.2	1.3
Cc1cccc(NCC(=O)N/N=C\c2c[nH]c3ccccc23)c1	11.6	48.0	-0.9	32.6	-4.5	.	-0.4
CCS(=O)(=O)NCC[C@@H]1CC[C@H](NS(=O)(=O)c2cccc(Cl)c2)[C@H](CO)O1	3.1	5.8	-4.9	5.7	4.8	7.2	-0.1
COc1ccccc1NC(=O)C(C)Sc1nc2ccccc2c(=O)n1CC1CCCO1 (stereo not given)	-6.7	-0.8	-6.1	7.6	2.1	0.6	3.2
O=C(O)[C@H]1[C@H](CO)[C@H]2Cn3c(ccc(-c4cncnc4)c3=O)[C@H]2N1C(=O)C1CCCC1	.	0.4	-11.6	.	8.9	-6.1	1.2
O=C(CCN1CCN(Cc2ccccc2)CC1)Nc1ccccc1Cl	-4.6	9.3	-5.7	-8.6	.	-1.9	-0.8
CC1CCN(S(=O)(=O)c2ccc3c(c2)c(=O)c(C(=O)NCc2ccco2)cn3C)CC1	-4.0	.	.	10.4	.	-12.9	.
CSc1cccc(NC(=O)C2CCCN(S(C)(=O)=O)C2)c1 (stereo not given)	.	-4.7	3.1	12.3	-0.7	12.7	-1.1
CCCNC(=O)C[C@H]1CC[C@H]2[C@@H](COC[C@@H](O)CN2C(=O)Nc2ccccc2OC)O1	-4.1	-3.1	-0.2	12.4	43.9*	30.9	-0.5
NC(=O)c1ccc(NC(=O)COc2ccc(-n3cnnn3)cc2)cc1	-7.0	1.5	-7.0	-4.4	-7.6	-28.6	-0.4
CC1(O)C(=O)C2(C)C=CC1C1C(=O)N(c3ccccc3)C(=O)C12 (stereo not given)	.	-11.2	.	5.0	16.2	1.8	-5.6
CCc1cccc(NC(=O)CN(C)S(=O)(=O)c2cccc3cccnc23)c1	-0.2	-4.7	-7.8	30.6	-5.9	-6.9	1.4
CCNC(=O)C[C@H]1CC[C@H]2[C@@H](COc3ccc(NC(=O)c4ccc(C#N)cc4)cc3C(=O)N2C)O1	-9.8	-2.8	0.2	-0.1	-5.9	-7.5	2.7
COc1ccc(S(=O)(=O)N2CC[C@@H]3[C@H](CO)Nc4ccc(C#Cc5cccc(OC)c5)cc4[C@@H]32)cc1	.	0.3	4.7	.	-11.2	10.1	-0.7
O=C(Nc1ccc(F)cc1)C1CC(=O)n2cnnc2N1 (stereo not given)	-5.6	2.2	-1.0	18.1	8.6	18.9	-1.1
COc1ccccc1C#Cc1cnc2c(c1)C(=O)N([C@@H](C)CO)C[C@H](C)[C@@H](CN(C)C(=O)c1ccc3c(c1)OCO3)O2	-7.4	-15.4	2.6	33.9	0.8	7.5	2.9
CC1CCN(c2ccc3nnc(CCC(=O)Nc4cc(F)ccc4F)n3n2)CC1	-3.4	.	-0.3	2.6	3.0	3.9	-3.7
Cc1cc(C)c2c3c(sc2n1)C(=O)N(c1ccccc1C)CC(=O)N3	4.0	-6.0	-2.6	-6.0	-5.7	-9.2	0.3
CCOC(=O)C1=C(C(F)(F)F)Nc2ncnn2C1c1ccc(OC)c(OC)c1OC (stereo not given)	-2.8	.	.	1.9	.	-3.6	.
CCCC#Cc1ccc2c(c1)O[C@H](CN(C)C(=O)NCCC)[C@H](C)CN([C@@H](C)CO)S2(=O)=O	-1.4	4.3	-0.4	-8.6	3.7	9.7	0.4
CC(C)NC(=O)Nc1ccc2c(c1)C(=O)N([C@@H](C)CO)C[C@H](C)[C@H](CN(C)S(=O)(=O)c1ccc(Cl)cc1)OCCCC[C@@H](C)O2	-0.7	2.9	-3.1	16.5	1.9	6.1	-1.8
CN(N=Cc1ccccc1O)C(=O)c1ccccc1N	.	-4.8	.	12.6	5.4	1.3	-1.3
COCCNC(=O)c1cc2c(=O)n3cccc(C)c3nc2n1C	-2.2	-2.0	.	-1.1	2.5	-5.2	-2.5
CC(C)NS(=O)(=O)c1ccc(NC(=O)Cc2ccsc2)cc1	-2.2	-5.6	-1.8	-30.3	-2.8	-7.8	2.9
COC(=O)N/N=C/c1cccc(OC(=O)c2ccc3c(c2)OCO3)c1	-2.6	2.2	1.5	-3.9	-4.2	.	-1.1
Cc1ccc2[nH]c(=O)c(CN(Cc3ccccc3)C(=S)NCCCN(C)C)cc2c1	5.4	5.5	6.1	13.4	-1.3	.	-6.5

Shown bar-delimited: part of the list above
smiles | ARNT TACC3 PPI | EWS-Fli block | SIRT5 inh | PAX8 inh HTS | DENV2 CPE rescue | LGR2 antag | Casp6 inh
CCc1cccc(NC(=O)CN(C)S(=O)(=O)c2cccc3cccnc23)c1 | -0.2 | -4.7 | -7.8 | 30.6 | -5.9 | -6.9 | 1.4
CCNC(=O)C[C@H]1CC[C@H]2[C@@H](COc3ccc(NC(=O)c4ccc(C#N)cc4)cc3C(=O)N2C)O1 | -9.8 | -2.8 | 0.2 | -0.1 | -5.9 | -7.5 | 2.7
COc1ccc(S(=O)(=O)N2CC[C@@H]3[C@H](CO)Nc4ccc(C#Cc5cccc(OC)c5)cc4[C@@H]32)cc1 | . | 0.3 | 4.7 | . | -11.2 | 10.1 | -0.7
O=C(Nc1ccc(F)cc1)C1CC(=O)n2cnnc2N1 (stereo not given) | -5.6 | 2.2 | -1.0 | 18.1 | 8.6 | 18.9 | -1.1
COc1ccccc1C#Cc1cnc2c(c1)C(=O)N([C@@H](C)CO)C[C@H](C)[C@@H](CN(C)C(=O)c1ccc3c(c1)OCO3)O2 | -7.4 | -15.4 | 2.6 | 33.9 | 0.8 | 7.5 | 2.9
CC1CCN(c2ccc3nnc(CCC(=O)Nc4cc(F)ccc4F)n3n2)CC1 | -3.4 | . | -0.3 | 2.6 | 3.0 | 3.9 | -3.7

(further entries)
SMILES	ARNT TACC3 PPI	EWS-Fli block	SIRT5 inh	PAX8 inh HTS	DENV2 CPE rescue	LGR2 antag	Casp6 inh
COCCSc1ccccc1C(=O)Nc1ccncc1	1.6	3.4	-1.5	.	-10.8	13.3	-4.8
O=C(Nc1ccc(F)cc1)Nc1nnc(Cc2ccccc2)s1	-4.6	3.4	-3.3	-12.2	-1.2	14.4	-4.1
O/N=C/c1ccc2cccc(OCc3ccccc3)c2n1	-1.4	-3.3	-4.3	-33.9	1.0	-1.9	-0.3
CN(C(=O)COC(=O)C(Cc1ccccc1)NC(=O)c1ccccc1)c1ccccc1 (stereo not given)	-6.2	.	.	6.5	.	7.6	.
